# Screening data: PubChem BioAssay, several laboratories
# LAP4-GFP MLPCN: modulators of TOR pathway LAP4-GFP in S. cerevisiae; S. cerevisiae LAP4-GFP multiplex, flow cytometry GFP, 3 h; median GFP as percent of DMSO wells; GFP response vs DMSO, % at 10 µM; hit rate 0.34% among 320,000; AID 2023;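 active means GFP response vs DMSO above a set limit, about the screen mean plus 3 SD, cut at about 150% in these data; inconclusive means under 70 cell events counted for the yeast strain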
# GASC-1 inh: blocks human GASC-1 demethylase activity | Q9H3R0 | GST-JMJD2C(1-420) H3K9me3 demethylation, DELFIA europium | inhibition, % at 2.35 µM | hit rate 0.069% among 330,000 | AID 2099;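 active means more than half of a compound's replicate wells show inhibition beyond 50%, single wells judged on their own value; inconclusive means some, but no more than half, of replicates pass 50% inhibition; inactive means no replicate passes 50% inhibition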;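 further: signal counts dimethyl H3K9 product captured on neutravidin plate; 0% = median of DMSO wells and 100% = 0.3 times that DMSO median; strong numbers were not always called active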
# Target sequence (Q9H3R0 1-420 limits assumed): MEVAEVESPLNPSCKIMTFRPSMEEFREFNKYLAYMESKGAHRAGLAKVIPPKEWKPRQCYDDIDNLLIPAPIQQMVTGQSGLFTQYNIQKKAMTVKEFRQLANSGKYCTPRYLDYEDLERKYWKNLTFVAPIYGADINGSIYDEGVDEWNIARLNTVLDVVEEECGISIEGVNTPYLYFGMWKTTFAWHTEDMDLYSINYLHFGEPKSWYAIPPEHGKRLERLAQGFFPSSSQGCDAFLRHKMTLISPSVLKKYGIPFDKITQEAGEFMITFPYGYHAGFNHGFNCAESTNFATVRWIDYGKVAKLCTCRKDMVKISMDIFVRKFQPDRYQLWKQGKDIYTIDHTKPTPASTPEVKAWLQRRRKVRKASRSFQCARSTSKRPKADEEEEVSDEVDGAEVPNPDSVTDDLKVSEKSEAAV
# MEP2 TOR yeast: modulators of TOR pathway MEP2-GFP in S. cerevisiae. hit rate 0.51% among 330,000. GFP response vs DMSO, % at 10 µM. S. cerevisiae MEP2-GFP strain, flow cytometry GFP, 3 h; 100% = DMSO control level;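 active means GFP response versus DMSO above a set limit, roughly screen mean plus 3 SD, cut at about 180% in these data; inconclusive means fewer than 70 cells counted for a yeast strain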;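 further: median GFP fluorescence of the barcode-gated MEP2-GFP cells per well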
# AHR act: activates the human aryl hydrocarbon receptor; P35869; AHR-responsive luciferase reporter cells, luminescence; activation, % at 5 µM; hit rate 2.5% among 320,000; AID 2796; in the data active means activation above about 47%;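 further: 0% = vehicle wells and 100% = reference agonist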
# CR mimetic SO: yeast age-related superoxide inhibition as caloric restriction mimetic; superoxide response (% of plate mean), % at 10 µM; AID 2690; S. cerevisiae aged cells, superoxide DHE fluorescence; stronger effect = lower value; hit rate 0.18% among 330,000;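 active means superoxide response under a set limit, about three screen SD below normal, cut at about 65% in these data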;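 further: yeast aged for seven days with compound at 30 °C before DHE staining; 100% = average MFI of all compound-treated wells on the plate with controls excluded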
# procasp3 activ: activates human procaspase-3; P42574; recombinant procaspase-3 D3A, Ac-DEVD-pNA absorbance 405 nm; hit rate 0.11% among 330,000; AID 463141; activation, % at 8.5 µM;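 active means activation above the mean of all tested compounds plus 3 SD, cut at about 21% in these data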;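 further: 0% = DMSO alone and 100% = DMSO wells spiked with extra 5 µM PC-3 D3A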
# Target sequence (P42574 whole entry D9A/D28A/D175A): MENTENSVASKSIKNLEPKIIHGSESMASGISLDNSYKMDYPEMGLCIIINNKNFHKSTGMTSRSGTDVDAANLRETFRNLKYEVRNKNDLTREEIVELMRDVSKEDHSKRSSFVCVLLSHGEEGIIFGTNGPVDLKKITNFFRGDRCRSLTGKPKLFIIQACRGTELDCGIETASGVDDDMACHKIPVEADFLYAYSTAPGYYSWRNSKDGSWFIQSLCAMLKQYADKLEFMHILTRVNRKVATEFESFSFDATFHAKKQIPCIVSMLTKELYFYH
#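 Test system: Procaspase-3 D3A mutant, all three cleavage aspartates alanine | Dosing: Single dose, 8.5 µM nominal compound, 0.8% DMSO | Schedule: 1 h preincubation, 2 h reaction | Technique: 405 nm absorbance of p-nitroaniline, reads at 0 and 120 min | Repeats: One well per compound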
# RPL19A-GFP yeast: alters RPL19A-GFP fluorescence in TOR pathway yeast screen. S. cerevisiae RPL19A-GFP strain, flow cytometry, 3 h; stronger effect = lower value. percent response vs DMSO, % at 10 µM. AID 2025. hit rate 0.3% among 330,000;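 active means percent response vs DMSO below 50%; inconclusive means fewer than 70 events counted for the yeast strain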;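 further: median channel GFP fluorescence of the barcoded RPL19A-GFP strain; ratio of sample median GFP to plate DMSO average so 100% = DMSO; lower means less RPL19A-GFP as with rapamycin TOR inhibition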
# proCasp7 act: counter-screen: procaspase-7 (human) activation. hit rate 0.093% among 330,000. recombinant procaspase-7, Ac-DEVD-pNA absorbance 405 nm; D23A/D198A/D206A triple mutant, cannot self-cleave; scale: DMSO 0, 5 µM enzyme 100. P55210. AID 463210. activation, % at 8.5 µM;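 active means percent activation above the screen-wide mean plus 3 SD, cut at about 25% in these data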
# Target sequence (P55210 whole entry D23A/D198A/D206A): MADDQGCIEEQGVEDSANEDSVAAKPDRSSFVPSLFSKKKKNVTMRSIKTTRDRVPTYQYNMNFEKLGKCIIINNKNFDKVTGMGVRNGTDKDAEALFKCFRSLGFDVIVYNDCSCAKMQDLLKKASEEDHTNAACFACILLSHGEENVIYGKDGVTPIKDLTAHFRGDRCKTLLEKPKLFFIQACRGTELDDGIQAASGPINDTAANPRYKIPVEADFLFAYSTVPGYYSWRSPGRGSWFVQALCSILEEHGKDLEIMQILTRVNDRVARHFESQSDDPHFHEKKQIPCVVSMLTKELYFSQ
#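 System: Procaspase-7 triple mutant (PC-7 D3A); measure: % activation from two-timepoint absorbance difference, scaled to controls; times: 1 h compound preincubation, 2 h substrate cleavage, 25 °C; also added: Ac-DEVD-pNA substrate, 400 µM as added; measured by: Epi-absorbance of released pNA at 405 nm, two timepoints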
# * marks the source's active call; other numbers are inactive results; i = inactive; ? = inconclusive; nt = no result given; & = joins results of further samples. Not a hit list; overall some 3.8% were active at least once.
SMILES,LAP4-GFP MLPCN,GASC-1 inh,MEP2 TOR yeast,AHR act,CR mimetic SO,procasp3 activ,RPL19A-GFP yeast,proCasp7 act
Cc1ccc(N(C)S(=O)(=O)c2ccc(-c3ccc(=O)[nH]n3)s2)cc1C,99,7,102,2,97,7,101,1
Cc1ccc(F)c(NC(=S)Nc2cccc3ccccc23)c1,?,-6,?,94*,109,-25,?,-6
CC1CCN(Cc2nc(Cl)c3c4c(sc3n2)CCC4)CC1,102,8,105,-1,105,-13,101,-1
COc1ccccc1N=Nc1c(C)[nH]n(-c2ccccc2)c1=O,95,4,106,19,97,-9,104,3
Cc1cc(NC(=O)COc2cccnc2[N+](=O)[O-])no1,108,1,114,0,107,4,98,0
COc1ccc(C=NCCC2(O)CC(C)N(C)CC2C)cc1 (centres undefined),105,23,108,2,100,-9,106,-1
COC(=O)c1cnc(NNS(=O)(=O)c2ccc(C(F)(F)F)cc2)nc1C(F)(F)F,108,-25,100,0,102,-7,103,1
COC(=O)c1cc(NS(=O)(=O)c2ccc(C(C)C)cc2)ccc1N1CCOCC1,109,3,102,2,101,1,102,5
Cc1cc(C)nc(SCC(=O)c2ccc(F)cc2)n1,98,10,107,41,88,-2,103,-7
CC1=C(C#N)C(c2cccnc2)C2=C(N1)c1ccccc1C2=O (centres undefined),99,3,91,22,106,-2,98,-17
CC(=O)c1cc(F)ccc1OCC(=O)Nc1ccc2c(c1)OCO2,101,0,96,94*,97,1,95,0
NCc1c(O)ccc2ccccc12,96,6,101,7,91,-3,101,-1
COc1ccc(S(=O)(=O)N(C)C[C@H]2Oc3ccc(NS(=O)(=O)c4ccc(F)cc4)cc3C(=O)N([C@H](C)CO)C[C@@H]2C)cc1,105,-2,100,0,83,-4,100,11
CCNc1c([N+](=O)[O-])ncn1C,94,8,101,1,102,4,102,-2
Cc1n[nH]c(C)c1S(=O)(=O)N(CC(=O)Nc1ccc2c(c1)OCCO2)c1ccc(C(C)C)cc1,98,2,94,2,99,3,101,1
CCn1nnc(-c2ccccc2NC(=O)c2cc(OC)c(OC)c(OC)c2)n1,103,?,112,-3,104,-1,103,-7
CCC(C)Sc1ccc([C@H]2N[C@@](C)(C(=O)OC)[C@H]3C(=O)N(C)C(=O)[C@@H]23)cc1OC (some centres undefined),103,-3,92,-1,94,3,100,2
COC(=O)[C@@H](NC(=O)NCCC1=CCCCC1)C(C)C,107,2,105,0,111,-5,102,6
Cc1sc(NC(=O)c2ccco2)c(C(Nc2ccccn2)c2ccccc2)c1C (centres undefined),84,10,92,15,107,-9,100,3
COc1ccccc1CNC(=O)C(NC(=O)c1ccccc1)C(C)C (centres undefined),90,-5,101,4,90,11,92,0

# Quoted at random: five records from the list.
SMILES,LAP4-GFP MLPCN,GASC-1 inh,MEP2 TOR yeast,AHR act,CR mimetic SO,procasp3 activ,RPL19A-GFP yeast,proCasp7 act
Cc1cc(NC(=O)COc2cccnc2[N+](=O)[O-])no1,108,1,114,0,107,4,98,0
COC(=O)[C@@H](NC(=O)NCCC1=CCCCC1)C(C)C,107,2,105,0,111,-5,102,6
CC1CCN(Cc2nc(Cl)c3c4c(sc3n2)CCC4)CC1,102,8,105,-1,105,-13,101,-1
Cc1sc(NC(=O)c2ccco2)c(C(Nc2ccccn2)c2ccccc2)c1C (centres undefined),84,10,92,15,107,-9,100,3
CC1=C(C#N)C(c2cccnc2)C2=C(N1)c1ccccc1C2=O (centres undefined),99,3,91,22,106,-2,98,-17

# Next records follow.
SMILES,LAP4-GFP MLPCN,GASC-1 inh,MEP2 TOR yeast,AHR act,CR mimetic SO,procasp3 activ,RPL19A-GFP yeast,proCasp7 act
CN(CC(=O)Nc1ccc2c(c1)CCC2)CC(=O)Nc1ccccc1Br,90,4,101,8,110,5,94,3
CCOc1ccccc1CNC(=O)C(C)n1nc(C)c2c(C)n(-c3ccccc3)nc2c1=O (centres undefined),109,-6,111,3,110,-6,98,-1
Cc1cc(C)n(-c2nnc(NC34CC5CC(CC(C5)C3)C4)nn2)n1,105,-6,101,10,64*,-1,99,0
COc1cccc(CN(C)CC(=O)Nc2sc3c(c2C#N)CCC3)c1,101,5,101,-1,98,-7,100,3
COc1ccccc1C(=O)COC(=O)CCN=C1NS(=O)(=O)c2ccccc21,96,6,96,5,96,6,96,-1
CCCc1nc2sc3ccccc3c(=O)c2c(=O)n1Cc1ccc(OC)cc1,104,-3,97,3,96,11,97,2
COCCN1C2=C(C(=O)CC(C)(C)C2)C(c2ccc(O)c(OC)c2)C2=C1CC(C)(C)CC2=O,100,2,110,1,79,-5,105,-2
Cn1ccnc1/C(=N\NC(=O)c1ccccc1)c1cccc([N+](=O)[O-])c1,100,20,104,4,96,3,110,1
Cc1cnn(-c2cc(N/N=C/c3ccc(F)cc3)ncn2)c1,102,12,124,12,100,-2,87,4
CCN1C(=O)[C@@H]2[C@@H](c3ccc(-c4ccc(OC)cc4)cc3)N3CCC[C@@]3(C(=O)OC)[C@@H]2C1=O,135,-2,94,0,111,-9,95,-5
CC(=O)C1=C(c2ccccc2)OC(N)=C(C#N)C1c1ccccc1F (centres undefined),111,2,106,6,101,-4,109,3
COc1ccc(NC2CCCN(C(=O)CCCN3CCCCC3=O)C2)cc1 (centres undefined),88,-10,95,0,73,3,98,-1
CCC(CC)C(=O)NCCCCc1ccccc1,107,4,108,-3,100,7,106,11
COc1ccc(CN(CC(=O)NC2CCCC2)C(=O)CCC(=O)Nc2cc(C)on2)cc1,106,3,114,-2,91,-3,103,5
Cc1cc(OC(=O)c2ccccc2[N+](=O)[O-])c([N+](=O)[O-])c(=O)[nH]1,93,-5,98,-1,94,2,91,2
Cc1[nH]c2ccccc2c1/C=C(\C#N)C(=O)NCC1CCCO1 (centres undefined),101,2,108,11,99,-7,110,1
COCc1c(Br)c(C)nc2sc3c(=O)[nH]nnc3c12,97,128,110,8,106,-9,103,-4
O=C(CN(Cc1ccccc1C(F)(F)F)C(=O)CNC(=O)c1ccco1)NC1CCCC1,100,-13,103,-1,106,-1,97,3
C=CCN(c1ccc(OC)cc1)S(=O)(=O)c1ccc(Cl)c(C(=O)OCC(=O)NC2CC2)c1,94,-10,94,2,107,3,103,0
N#CC1=C(N)Oc2cc(N)ccc2C1C1CC=CCC1 (centres undefined),98,-2,102,-5,90,4,101,3
CC1CCCCN1C(=O)CSc1nnc(-c2ccco2)o1 (centres undefined),103,-1,100,11,89,6,99,-7
O=C1CC(NS(=O)(=O)c2ccccc2F)CN1c1ccc2c(c1)OCCO2 (centres undefined),99,-10,104,4,106,2,99,9
Cc1ccc(S(=O)(=O)N(C)Cc2nc(-c3ccncc3)no2)cc1,95,-10,101,6,99,0,96,9
COc1ccc2cc(C3CC(c4ccco4)=NN3C(=O)CCC(=O)O)c(Cl)nc2c1 (centres undefined),91,-25,99,1,110,-12,102,-25
COCCN(C(=O)C(F)(F)F)C(C(=O)NC1CCCCC1)c1ccco1 (centres undefined),100,-2,102,3,96,-5,106,9
CCNC(=O)NC(=O)C(C)On1nnc2ccc(S(=O)(=O)N(CC)CC)cc21 (centres undefined),96,nt,106,0,87,-1,96,4
CN1CCCN=C1/C=C/c1cccs1,104,5,98,1,86,-9,101,2
COc1ccccc1Nc1nc(-c2sc(NC(=O)c3ccccc3)nc2C)cs1,140,3,100,28,107,-5,98,1
CCOc1ccc2c(c1)C(C)=CC(C)(C)N2,102,-2,97,-1,65*,-6,99,-15
O=C(CSc1nnnn1-c1cccc2c1CCCC2)NC1CCCC1,100,3,100,1,106,9,99,8
Cc1ccc(Cn2c(C(C)Nc3nc(-c4ccc(Cl)c([N+](=O)[O-])c4)cs3)nc3cc(C(F)(F)F)ccc32)cc1 (centres undefined),90,4,99,11,107,-6,98,1
Cc1noc(C)c1COC(=O)c1ccc(F)c(S(=O)(=O)N2CCCCC2)c1,107,-16,106,0,80,0,106,6
CCc1ccc(N2C(=O)CC(N(CC3CCCO3)C(=O)/C=C/C(=O)O)C2=O)cc1 (centres undefined),91,3,98,10,102,-13,94,-7
CC(Oc1ccc(Br)cc1)C(=O)Nc1cc(Cl)ccc1N1CCN(C)CC1 (centres undefined),106,-7,101,3,105,5,104,2
CCSc1nc2ccccc2n1C(=O)c1ccc(S(=O)(=O)N2CCCCCC2)cc1,98,1,101,0,83,-1,105,4
Cc1nc(-c2ccc(Cl)cc2)sc1C1(C)CC(c2ccccc2F)=NO1 (centres undefined),98,17,100,4,103,3,98,0
Cc1oc(-c2ccccc2Cl)nc1CS(=O)CC(=O)NC1CC1 (centres undefined),95,-3,108,2,113,3,102,4
Cc1nc(CSc2ccc(Cl)cc2)cs1,91,5,107,-4,104,-6,104,2
CCn1c(SCc2nc3ccccc3c(=O)[nH]2)nnc1-c1cccnc1,105,0&0,108,22,95,6,99,-9
COC(=O)c1cccc(NC(=S)N2CCOCC2)c1,81,-1,84,-1,108,-11,87,-13
COc1ccc(C2C(C(=O)c3sc(C)nc3C)=C(O)C(=O)N2CCN(C)C)cc1 (centres undefined),101,1,111,7,108,-3,nt,3
CCOC(=O)CN1C(=O)C2(OCCCO2)c2cc(Br)ccc21,98,39,102,-2,108,2,99,-15
CC(C)(C)SCCNC(=O)/C=C/c1cccc([N+](=O)[O-])c1,88,-5,101,3,102,7,101,-6
O=C(CN1C(=O)c2ccccc2C1=O)N1CCN(S(=O)(=O)c2ccccc2)CC1,107,5,102,-2,88,3,104,2
O=C(Nc1nc2ccccc2n1CCN1CCOCC1)c1ccc(COc2ccccc2Br)o1,93,1,103,34,89,1,107,-10
COC(=O)c1ccc(C(=O)OC)c(NC(=O)CN2CCN(c3ccccc3)CC2)c1,103,1,106,1,94,4,100,16
CCCCn1c(N)c(Sc2ccccc2[N+](=O)[O-])c(=O)[nH]c1=O,95,-13,96,2,112,-10,97,4
COc1cccc(NC(=O)CNC(=O)c2ccc(C)cc2)c1,109,1,103,6,99,-2,103,1
COc1ccc(CNCCC(c2ccc(F)cc2)c2ccc(OC(C)C)cc2)cc1OC (centres undefined),99,i,91,-2,106,5,92,2
Cc1nn(-c2ccccc2)c(Cl)c1/C=N/NC(=O)c1ccn[nH]1,114,-2,104,9,99,6,101,8
O=S(=O)(c1ccccc1)N1CN(c2ccc(F)cc2F)c2nc3ccccc3nc21,90,13,107,10,94,0,103,4
CCNC(=O)Cn1cc(C(F)(F)F)cc(Cl)c1=O,97,1,99,-2,101,2,99,-2
COc1ccc(Nc2nc(N)c([N+](=O)[O-])c(N3CCCC3)n2)cc1,nt,-2,102,30,90,5,94,-14
COc1ccc(C2C(C(=O)Nc3ccccc3)=C(C)N=C3SCC(=O)N32)cc1 (centres undefined),91,-11,97,0,104,-10,97,9
